Screening results: PubChem, National Center for Advancing Translational Sciences (NCATS)
AmpC detergent: qHTS Inhibitors of AmpC Beta-Lactamase (assay with detergent); P00811; actives 0.041% (n = 370,000); Potency, µM (titrated, usually from 114 µM), for inactives: at the highest dose activity change, negative = inhibition, usual class: inhibitors; AmpC hydrolysis of nitrocefin, absorbance 480 nm, 0.01% Triton;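 further: potency means the concentration at half of the fitted maximal effect; 0% = no-compound wells and -100% = no-enzyme wells; nearly all actives have a fitted effect of over 25% in size; some results filed as inactive show a strong effect at the top dose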
Target sequence (P00811 whole entry, looked up): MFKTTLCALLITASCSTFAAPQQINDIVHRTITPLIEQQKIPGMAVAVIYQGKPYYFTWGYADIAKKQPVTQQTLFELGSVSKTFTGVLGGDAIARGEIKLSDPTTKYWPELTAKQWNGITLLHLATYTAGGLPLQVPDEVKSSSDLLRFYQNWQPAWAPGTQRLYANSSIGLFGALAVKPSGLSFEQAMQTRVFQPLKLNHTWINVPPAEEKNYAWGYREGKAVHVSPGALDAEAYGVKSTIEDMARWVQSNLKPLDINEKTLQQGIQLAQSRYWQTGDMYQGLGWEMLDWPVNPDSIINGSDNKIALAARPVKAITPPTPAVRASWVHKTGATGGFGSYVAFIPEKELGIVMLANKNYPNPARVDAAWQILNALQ
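AmpC (5.3 nM in the dispensed reagent) in 20 mM phosphate pH 7.0 with 0.01% (detergent screen) or 0.0001% Triton X-100 was preincubated with compounds for 15 min at room temperature. Nitrocefin was then added from an 800 uM solution, and hydrolysis was followed at 480 nm.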
LmPK inh: qHTS Assay for Inhibitors of Leishmania Mexicana Pyruvate Kinase (LmPK). Q27686. purified LmPK, Kinase-Glo ATP luminescence, 1 h. Potency, µM (highest dose often 57.5 µM), for the others: at the top dose activity change, negative = inhibition, usual class: inhibitors. actives 0.37% (n = 290,000); further: potency means the concentration at half of the fitted maximal effect
Target sequence (Q27686 whole entry, looked up): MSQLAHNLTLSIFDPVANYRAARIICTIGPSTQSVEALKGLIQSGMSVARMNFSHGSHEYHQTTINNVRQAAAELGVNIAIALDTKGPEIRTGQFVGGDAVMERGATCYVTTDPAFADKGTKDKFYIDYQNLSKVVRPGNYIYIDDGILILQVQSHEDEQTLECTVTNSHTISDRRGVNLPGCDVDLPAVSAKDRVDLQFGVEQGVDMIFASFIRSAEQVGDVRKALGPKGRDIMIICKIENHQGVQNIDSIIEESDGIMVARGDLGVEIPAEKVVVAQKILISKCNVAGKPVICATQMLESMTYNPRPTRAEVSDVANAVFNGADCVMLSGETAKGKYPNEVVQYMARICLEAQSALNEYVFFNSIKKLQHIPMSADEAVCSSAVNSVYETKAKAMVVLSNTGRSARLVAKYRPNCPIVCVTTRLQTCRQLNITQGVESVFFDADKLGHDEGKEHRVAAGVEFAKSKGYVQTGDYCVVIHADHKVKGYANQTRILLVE
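In 50 mM imidazole pH 7.2 with 7 mM MgCl2, LmPK (0.1 nM) turned over PEP (0.5 mM) and ADP (0.1 mM) for 1 h at room temperature. Luciferase read-out of ATP.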
AMA1 RON2 block: qHTS for Inhibitors of AMA1-RON; Towards Development of Antimalarial Drug Lead: Primary Screen; AID 720542, 2013; AlphaScreen AMA1-biotinylated RON2 peptide binding; Potency, µM (highest dose often 58.2 µM), inactives show at the top dose activity change, negative = inhibition, most hits filed as inhibitors; actives 0.2% (n = 360,000);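 further: potency means the concentration at half of the fitted maximal effect; 0% = vehicle wells and -100% = peptide control; nearly all actives have a fitted effect of over 45% in size; some results filed as inactive show a strong effect at the top dose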
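AMA1 (3D7) with his tag at 25 nM final met compounds first, then biotinylated RON2 peptide at 25 nM; detection used donor plus acceptor beads, 10 µg/mL apiece, read by AlphaScreen after 30 min at room temperature.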
Tb PYK inh: qHTS of Trypanosoma Brucei Inhibitors; AID 624173, 2012; pyruvate kinase (Trypanosoma brucei), Q57TT1; TbPYK enzyme, Kinase-Glo Plus ATP luminescence, 45 min; Potency, µM (top dose mostly 76.8 µM), without a hit: at the top dose activity, negative = inhibition, hits mostly inhibitors; actives 0.12% (n = 410,000); further: potency means the concentration at half of the fitted maximal effect; nearly all actives have a fitted effect of over 50% in size
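Assay buffer: 50 mM TEA pH 7.2, 100 mM KCl, 10 mM MgCl2, 0.05% BSA, 0.01% Tween-20. Pyruvate kinase from T. brucei plus substrate met compound, then ADP (130 uM final). Luminescence was read post 45 min RT.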
HCMV inh: qHTS Assay for inhibitors of the human cytomegalovirus (HCMV); HFF cells, HCMV-luciferase reporter, 72 h; hits give low values; activity change, negative = inhibition, % at 57.5 µM; actives 4.5% (n = 410,000); AID 1259415, 2018; in the data active means activity change below about -60%; inconclusive means no clear call, values can overlap the other calls; inactive means above about -39%
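Compounds were evaluated in HFFs infected with an HCMV luciferase reporter virus (MOI 1 PFU/cell). Luciferase in lysates collected 72 h post infection served as the replication measure.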
AmpC inh no detg: qHTS Inhibitors of AmpC Beta-Lactamase (assay without detergent). AmpC nitrocefin hydrolysis, absorbance 480 nm, 0.0001% Triton. Potency, µM (top dose mostly 57.1 µM), for inactives: top-dose activity change, negative = inhibition, actives largely listed as inhibitors. P00811. actives 0.52% (n = 330,000). AID 485341, 2010;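 further: potency means the concentration at half of the fitted maximal effect; plate controls were no compound for no effect and no enzyme for full effect; nearly all actives have a fitted effect of over 20% in size; some results filed as inactive show a strong effect at the top dose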
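AmpC (5.3 nM in the dispensed reagent) in 20 mM phosphate pH 7.0 with 0.01% (detergent screen) or 0.0001% Triton X-100 was preincubated with compounds for 15 min at room temperature. Nitrocefin was then added from an 800 uM solution, and hydrolysis was followed at 480 nm.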
HCV inh: qHTS Assay for Inhibitors of Hepatitis C Virus (HCV) | actives 3.4% (n = 340,000) | AID 651820, 2012 | Potency, µM (top dose mostly 41.8 µM), for inactives: at the highest dose activity change, negative = inhibition, usual class: inhibitors | Huh7.5.1 HCVcc-Cre infection, luciferase reporter, 44 h; further: potency means the concentration at half of the fitted maximal effect
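A cell-based infection assay in which seeded cells (1,000 per well) receive test compound after 4 h, are inoculated with HCVcc-Cre at approximately 0.5 moi, and are incubated 44 h before luminescence detection.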
Numbers without * were called inactive; ? = inconclusive; / = not tested or not shown; & = joins results of further samples; [ ] = another dose, or the depositor's remark. Unless noted, the call rests on the fitted dose curve; in most records, active means well fitted curve in the direction sought with a large enough effect; inconclusive means small, poorly fitted or top-dose-only effect, or another doubt; inactive means no such curve, though single readings can be large; an effect the other way counts as inactive or inconclusive. Unless noted, on the % scale 0 is the no-effect control and ±100 the full control effect.

Below each compound: AmpC detergent, LmPK inh, Tb PYK inh, HCV inh, AmpC inh no detg, HCMV inh, AMA1 RON2 block
> COc1ccc(CC(=O)Nc2cccc(S(=O)(=O)N3CCCCCC3)c2)cc1OC
    -10%, 0%, -3%, ?, -31%, -83*, -11%
> CCNC(=O)C1(C)CCCN1Cc1ccccc1Cl (stereo not drawn)
    /, /, 3%, /, /, -7, -3%
> CCOC(=O)[C@H]1[C@H]2COc3cc(OC)ccc3[C@@H]2N2C(=O)CN(Cc3ccccc3)C(=O)[C@@]12C
    -6%, /, -4%, ?, 110%[activator], -40, -3%
> CCN(CC(=O)Nc1cc(Cl)ccc1C)C(=O)c1ccc(N2CCCC2=O)cc1
    4%, /, 4%, -4%, -23%, /, 38%[activator]
> C[C@@H]1CCCCO[C@H](CN(C)S(=O)(=O)c2cccs2)[C@@H](C)CN([C@H](C)CO)C(=O)c2cc(NC(=O)Nc3ccc4c(c3)OCO4)ccc2O1
    /, /, 6%, /, /, -11, -19%
> O=C(CSc1nnc(Cn2c(=O)sc3ccccc32)n1CCc1ccccc1)N1CCOCC1
    -4%, -2%, -19%, -10%, 178%[activator], -10, 3%
> CN(CCS(=O)(=O)c1ccc(Cl)cc1)Cc1cccnc1
    5%, -6%, -7%, -10%, -8%, -33, -2%
> CC(=O)c1cccc(NC(=O)CCS(=O)(=O)c2ccc(Br)s2)c1
    -12%&16%, 0%, 0%&2%, -4%, -35%, ?, -2%
> CCN(CC)S(=O)(=O)c1ccc(C(=O)OCCN2C(=O)CCC2=O)cc1
    -6%, -5%, -2%, -10%, 3%, 11, -7%
> Cc1cccc(NC(=O)CSCc2nc3c(nnn3Cc3ccc(F)cc3)c(=O)[nH]2)c1C
    ?, -1%, -3%, 26%, 5%, ?, 10%
> COc1ccccc1-c1c(C)oc2c(CN3CCN(CCO)CC3)c(O)ccc2c1=O
    -4%, -2%, 4%, -4%, -15%, -11, 1%
> Cc1ccc(C)c(NC(=O)C2CCC(C)(C(=O)O)C2(C)C)c1 (stereo not drawn)
    ?, 0%, -3%, 16%, 8%, 8, -12%
> CSC1=N/C(=C\c2cccc(F)c2)C(=O)S1
    ?, 0%, 13%, 17%, -12%, 28, 26%
> CC(=O)c1ccc(S(=O)(=O)N(C)C(C)CCc2ccco2)cc1 (stereo not drawn)
    0%, 5%, -11%, 4%, -5%, -8, -6%
> CC(C)Sc1nc(-c2ccccc2)cc(=O)[nH]1
    -2%, -4%, -2%, -14%, -25%, 20, 27%
> CCc1ccccc1NC(=O)Cn1c(=O)c2cccn2c2ccc(F)cc21
    -7%, /, -1%, /, /, 21, /
> Cc1cc(NC(=O)COC(=O)c2ccccc2S(=O)(=O)N(C)c2ccccc2)no1
    -12%, -4%, 4%, -12%, -36%, -101*, 0%
> CCOc1cc(OCC)cc(C(=O)O)c1
    -10%, 0%, -6%, 15%, -16%, 29, -2%
> CN(C)CCNC(=O)C1(C)Cc2c(-c3cccc(C(F)(F)F)c3)ccnc2O1 (stereo not drawn)
    /, /, 0%, /, /, -11, 34%[activator]
> NC1=NC(=O)C(Cc2ccc(F)cc2)S1 (stereo not drawn)
    ?, -2%, -6%, -2%, -10%, 38, 5%
> O=C1CCCC/C=C\C[C@H](CC(=O)N(CCO)Cc2ccccc2)C(=O)N[C@@H](c2ccccc2)CO1
    /, /, -6%, 13%, 66%[activator], -63*, 1%
> CCN(CC)c1ccc(/C=c2\sc3nc4ccccc4n3c2=O)c(O)c1
    3%, 0%, -28%, ?, -26%, -36, 42%[activator]
> CCCCCOc1ccc2oc(=O)c3c(c2c1)CCCN3C(=O)CN1CCCC(C(=O)OCC)C1 (stereo not drawn)
    -3%, 4%, 7%, ?, 182%[activator], -10, 6%
> COc1cc(C)c(C(C)C)cc1S(=O)(=O)n1ccnc1
    3%, 8%, -1%, -6%, -8%, 38, -14%
> CCOC(=O)Nc1cc(C(=O)OC)cc(C(=O)OC)c1
    ?, 5%, -7%, 1%, 31%, -14, 0%
> COc1ccccc1C(=O)Nc1ccccc1C(=O)OCc1cc(=O)n2ccsc2n1
    17%, /, 2%, /, /, 13, /
> Cc1cc(C(=O)Nc2cccc(S(=O)(=O)N3CCCC3)c2)c2ccccc2n1
    5%, /, 2%, ?, 58%, -15, -3%
> O=C(c1cccnc1)N1CCN(c2c(Cl)cccc2[N+](=O)[O-])CC1
    4%, 3%, -1%, 0%, 2%, -33, -4%
> CCCN1CCC(NC(=O)Nc2cc(Cl)ccc2OC)CC1
    ?, 3%, 1%, -30%, -10%, 9, -6%
> CC1CCN(c2ccc(NC(=O)c3ccccc3[N+](=O)[O-])cc2)CC1
    2%, 0%, -4%, -16%, -15%, 92, 3%

New compounds follow.
Below each compound: AmpC detergent, LmPK inh, Tb PYK inh, HCV inh, AmpC inh no detg, HCMV inh, AMA1 RON2 block
> CCc1ccc(N(CC(=O)NC2CCCC2)S(=O)(=O)c2c(C)noc2C)cc1
    ?, -1%, -4%, 6%, -5%, -35, 3%
> CC(=O)Nc1ccc(S(=O)(=O)NCCC(=O)OCc2nc(N)nc(Nc3ccccc3C)n2)cc1
    1%, /, -3%, 14%, 5%, /, 8%
> CCn1cc(Cl)c(C(=O)Nc2cccc(CN3CCOCC3)c2)n1
    -13%, -2%, 6%, ?, 5%, -8, 1%
> COc1cccc(NC(=O)c2c(C)cc(C)cc2CC(C)(C)C(=O)O)c1
    -2%, 0%, 11%, 16%, -21%, -3, 7%
> CC(Sc1nnc(COc2ccc(Cl)cc2)n1-c1ccccc1)C(=O)O (stereo not drawn)
    ?, 4%, 6%, 3%, -29%, 10, -4%
> Oc1ccccc1N=Cc1ccc[nH]1
    ?, 2%, 3%, 8%, -26%, 18, ?
> CCOC(=O)c1ccc(NC(=O)CCNS(=O)(=O)c2ccc3c(c2)oc(=O)n3C)cc1
    -5%, 4%, 2%, -3%, -27%, 1, -4%
> Brc1ccc2nc(C3CCCCC3)c(Cc3ccccc3)n2c1
    /, /, -1%, /, /, 25, -14%
> O=C(Nc1c2c(nc3ccccc13)CCCC2)c1ccccc1Cl
    -15%, 1%, 0%, 13%, -6%, -30, -16%
> CN(Cc1ccc(OC(F)F)cc1)C(=O)c1ccccc1Sc1ccccc1C#N
    /, /, 1%, ?, /, -69*, -4%
> COc1ccccc1-c1nc2n(n1)C(c1cccs1)C(C(=O)Nc1cccnc1)=C(C)N2 (stereo not drawn)
    -6%, 0%, 1%, 20%&19%, -8%, -5, 4%
> CC(=O)Cc1nsc(Nc2cccc(C)c2)n1
    -8%, -8%, 2%, 13%, -23%, -8, 16%
> O=C(COC(=O)c1ccc(-c2ccccc2)cc1)Nc1ccccc1-c1ccccc1
    ?, 3%, -4%, 23%, -20%, -16, -9%[11.6 µM]
> COc1cc(NC(=O)CSCc2ccccc2)c(C(=O)O)cc1OC
    ?, 2%, 6%, -9%, -17%, -15, 8%
> CCC[N+](CC#CCO)(CC#Cc1ccccc1)CCC
    2%, 0%, -2%, 10%, -13%, -26, 9%
> CS(=O)(=O)c1ccc2nc(NC(=O)c3ccc(S(=O)(=O)NCC4CCCO4)cc3)sc2c1 (stereo not drawn)
    -3%, 0%[11.5 µM], -5%, -1%, -36%, -2, -7%
> O=C(CN1C(=O)C2CCCCC2C1=O)Nc1nc(-c2ccc(F)cc2)cs1 (stereo not drawn)
    -5%, /, -7%, ?, 1%, -33, -9%
> C=CCn1c(SCC(=O)NC(=O)NCC(C)C)nnc1C1CCCCC1
    -11%, 3%, -17%, 0%, 3%, -15, 9%
> O=C(O)c1cccc(N2C(=O)c3ccc4c5c(ccc(c35)C2=O)C(=O)N(c2cccc(C(=O)O)c2)C4=O)c1
    -10%, -4%, 1%, -2%, -19%, 0, -4%
> COC(=O)c1cc(-c2ccccc2)sc1NC(=O)c1cc(C)on1
    -6%, 0%, /, -7%, -4%, /, /
> COc1cccc(CNc2nc(NC(C)C)nc3ccsc23)c1
    /, /, 5%, /, /, -14, 0%
> COc1ccccc1C1c2[nH]c3ccccc3c2CCN1Cc1ccc(NC(C)=O)s1 (stereo not drawn)
    3%, 1%, -3%, ?, 83%[activator], -19, 0%
> Cc1ccc(Cn2c(SC(C)C(N)=O)nc3ccccc3c2=O)cc1 (stereo not drawn)
    4%, 0%, -7%, 2%, -30%, -8, 16%
> Cc1ccc(CC(=O)CCc2ccccc2)cc1
    0%, /, -2%, 10%, -17%, 0, 74%[activator]
> Oc1ccccc1/C=N/NC1=NCCCCC1
    -9%, -8%, 5%, 13%, -1%, 31, 63%[activator]
> O=C(OCc1csc(-c2ccccc2)n1)C1=NN(c2ccccc2)C(=O)CC1
    4%, /, -8%, -3%, 30%, 0, -6%
> CN(C)c1ccc(C(CNS(=O)(=O)c2ccc([N+](=O)[O-])cc2)N2CCCC2)cc1 (stereo not drawn)
    -7%, /, -4%, -1%, -12%, -4, ?
> COc1ccc(CC(N)c2csc(Nc3nc(C)cnc3C)n2)cc1 (stereo not drawn)
    /, /, -4%, /, /, 11, 43%[activator]
> COCCCNC(=O)CC(NS(=O)(=O)c1ccc(Cl)cc1)c1ccco1 (stereo not drawn)
    1%, 1%, -5%, 2%, -7%, -9, 4%
> Cc1ccc2nc(NC(=O)c3cc(=O)c4cc(C)c(C)cc4o3)sc2c1
    -2%, /, 2%, /, /, -25, /
> COc1ccc(CN2CCNC(=O)C2CC(=O)N2CCCN(C(C)=O)CC2)cc1OC (stereo not drawn)
    -5%, -2%, -3%, 15%, -7%, 17, 15%
> C/C(=N/NC(=O)c1ccccc1)C1=C(O)CC(C)(C)CC1=O
    -3%, 8%, 2%, -2%, 159%[activator], 20, 99%[activator]
> Cc1ccc(C)c(NS(=O)(=O)c2ccc(OCC(=O)NCc3cccnc3)cc2)c1
    1%, -1%, -10%, 18%, 13%, ?, -19%

Full records, looked up by structure.
CN(Cc1ccc(OC(F)F)cc1)C(=O)c1ccccc1Sc1ccccc1C#N as listed: AmpC detergent: /; LmPK inh: /; Tb PYK inh: 1%; HCV inh: ?; AmpC inh no detg: /; HCMV inh: -69*; AMA1 RON2 block: -4%
Cc1ccc(C)c(NS(=O)(=O)c2ccc(OCC(=O)NCc3cccnc3)cc2)c1 as listed: AmpC detergent: 1%; LmPK inh: -1%; Tb PYK inh: -10%; HCV inh: 18%; AmpC inh no detg: 13%; HCMV inh: ?; AMA1 RON2 block: -19%
